Rac1 act GTP bind = human Rac1 activated mutant GTP binding change; P63000; GST-Rac1 activated beads, fluorescent GTP binding, flow cytometry; actives lie on both sides; 100% means binding = to untreated wells; percent activity (GTP binding), % at 10 µM; 190,000 compounds, 0.11% hits; AID 764;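 active means GTP binding at least 20 percentage points away from the 100% baseline, in either direction, so actives lie on both sides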
Pf gamet viab = inhibitors of late stage P. falciparum gametocyte viability; P. falciparum stage V gametocytes, ATP luminescence, 24 h; inhibition, % at 10.9 µM; 150,000 compounds, 0.065% hits; AID 743093;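 active means inhibition above the mean plus 3 SD of compounds within the control limits, set per campaign, cut at about 38% in these data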;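 further: 0% = DMSO wells and 100% = medium only without gametocytes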
Mcl1 Bid PPI = Mcl-1/Bid interaction inhibition. Q07820. TR-FRET Mcl-1/Bid-Dy647 peptide binding, 1536-well. inhibition, % at 21.7 µM. 220,000 compounds, 0.97% hits;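 active means compounds that cut the binding signal by more than half at the single screening dose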;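 further: His-tagged Mcl-1 with europium anti-His antibody binding Bid BH3 peptide; 0% = Mcl-1 plus peptide wells and 100% = peptide-only wells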
Target sequence (Q07820 whole entry, looked up): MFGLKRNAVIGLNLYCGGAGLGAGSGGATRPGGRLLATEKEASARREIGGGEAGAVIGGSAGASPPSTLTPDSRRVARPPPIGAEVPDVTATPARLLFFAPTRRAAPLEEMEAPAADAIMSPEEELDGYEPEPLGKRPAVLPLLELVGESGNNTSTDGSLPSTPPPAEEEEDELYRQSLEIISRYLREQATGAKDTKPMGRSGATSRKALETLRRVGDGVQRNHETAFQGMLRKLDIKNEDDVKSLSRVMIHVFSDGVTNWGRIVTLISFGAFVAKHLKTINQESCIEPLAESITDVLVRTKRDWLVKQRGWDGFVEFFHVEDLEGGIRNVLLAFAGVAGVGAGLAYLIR
RGS8-Gao = human RGS8-Galphao interaction regulation | 220,000 compounds, 0.34% hits | response (percent of control binding), % at 10 µM | P09471 | multiplexed bead flow cytometry, RGS8-Galphao binding; actives lie on both sides | AID 1423; in the data active means response below about 60% or above about 140%; inactive means in between;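 further: Galphao activated as the GDP aluminium fluoride complex binding bead-coupled RGS8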
Target sequence (P09471 whole entry, looked up): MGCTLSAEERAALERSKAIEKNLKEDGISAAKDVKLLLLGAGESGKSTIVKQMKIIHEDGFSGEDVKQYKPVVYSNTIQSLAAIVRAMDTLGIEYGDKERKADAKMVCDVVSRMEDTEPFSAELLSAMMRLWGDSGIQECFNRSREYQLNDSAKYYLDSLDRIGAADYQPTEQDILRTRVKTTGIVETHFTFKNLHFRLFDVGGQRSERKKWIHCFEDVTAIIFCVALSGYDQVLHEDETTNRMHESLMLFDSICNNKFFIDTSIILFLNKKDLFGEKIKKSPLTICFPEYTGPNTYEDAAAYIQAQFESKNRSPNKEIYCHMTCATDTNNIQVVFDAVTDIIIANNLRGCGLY
Rab7 wt modul = modulators of GTP binding to dog Rab7 wildtype GTPase; GST-Rab7 beads, fluorescent GTP binding, flow cytometry; actives lie on both sides; untreated = 100%, excess cold GTP = 0%; GTP binding activity (percent of control), % at 10 µM; 190,000 compounds, 0.055% hits; AID 758;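 active means fluorescent GTP binding to Rab7 beads changed by at least 20 points from the 100% baseline, either direction, mostly lower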;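 further: median green fluorescence of bound Bodipy-FL-GTP per Rab7 bead population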
HRas wt GTP bind = modulators of GTP binding to human HRas wildtype | GST-Ras wt beads, Bodipy-FL-GTP binding, flow cytometry; actives lie on both sides | P01112 | GTP binding activity, % at 10 µM | 190,000 compounds, 0.14% hits;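 active means GTP binding activity at least 20% away from the 100% baseline, either lowered as inhibitor or raised as activator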;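 further: 0% = unlabeled GTP competition control and 100% = no-compound control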
Target sequence (P01112 whole entry, looked up): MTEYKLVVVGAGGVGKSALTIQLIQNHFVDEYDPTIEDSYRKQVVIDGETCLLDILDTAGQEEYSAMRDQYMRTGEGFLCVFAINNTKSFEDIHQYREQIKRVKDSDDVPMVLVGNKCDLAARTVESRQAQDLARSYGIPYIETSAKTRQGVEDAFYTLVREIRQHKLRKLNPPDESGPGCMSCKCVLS
Rab2A wt mod = changes GTP binding to wildtype dog Rab2A, up or down; P61105; GST-Rab2 wt beads, Bodipy-GTP binding, flow cytometry; GTP binding activity, % at 10 µM; 190,000 compounds, 0.19% hits;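 active means GTP binding activity at least 20 points away from 100%, either lowered or raised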;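 further: 0% = beads with excess unlabeled GTP and 100% = no-compound control corrected for plate trend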
Bim-Mcl-1 = inhibitors of Bim-Mcl-1 interaction, human; Bead-based flow cytometry, Bim peptide-Mcl-1 binding; 190,000 compounds, 0.1% hits; inhibition, % at 10 µM; Q07820; AID 1009; in the data active means inhibition above about 40%;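 further: 0% = no compound tracer wells and 100% = peptide blocker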
Rac1 wt GTP bind = modulators of human Rac1 wildtype GTP binding; P63000; GST-Rac1 beads, fluorescent GTP binding, flow cytometry; actives lie on both sides; 0 = cold GTP competed, 100 = untreated; GTP binding activity (% of control), % at 10 µM; 190,000 compounds, 0.27% hits; AID 757;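 active means GTP binding activity at least 20 points away from the 100% control level, either lower or higher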
Mcl1 Noxa PPI = disrupts binding of human Mcl-1 to Noxa peptide; 220,000 compounds, 1.5% hits; inhibition, % at 21.7 µM; Q07820; TR-FRET Mcl-1/Noxa peptide binding, 2 h;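 active means compounds that cut the protein-peptide binding signal by more than 50% relative to plate controls in a single-dose test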;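 further: His-tagged Mcl-1 with rhodamine Noxa BH3 peptide and terbium anti-His antibody; 0% = Mcl-1 plus Noxa peptide wells and 100% = peptide-only wells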
Cdc42 wt = modulators (inhibitors or activators) of GTP binding to human Cdc42 wildtype. P60953. GST-Cdc42 beads, Bodipy-GTP binding, flow cytometry; actives lie on both sides. percent activity (GTP binding), % at 10 µM. 190,000 compounds, 0.2% hits;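 active means percent activity GTP binding at least 20 points away from the 100% baseline, either down as inhibitor or up as activator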;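 further: median bead fluorescence of bound Bodipy-FL-GTP at 100 nM; 0% = excess unlabeled GTP control and 100% = no compound control; below 100% means less GTP binding so inhibitor and above means activator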
* hit, by the source's call; . = not tested or not shown.

SMILES	Rac1 act GTP bind	Pf gamet viab	Mcl1 Bid PPI	RGS8-Gao	Rab7 wt modul	HRas wt GTP bind	Rab2A wt mod	Bim-Mcl-1	Rac1 wt GTP bind	Mcl1 Noxa PPI	Cdc42 wt
Cc1ccccc1Cn1ccc(NC(=O)c2cc3ncc(Br)cn3n2)n1	92.0	-2.8	-80.6	98.5	103.0	96.0	94.0	-1.0	94.0	20.1	92.0
CC1CN(C(=O)C2(C)CC2(Cl)Cl)CC(C)O1 (stereo unspecified)	101.0	10.8	7.3	100.1	104.0	102.0	102.0	-3.0	106.0	30.4	103.0
CCOC(=O)c1ccoc1CSCC(=O)N1CCN(S(=O)(=O)c2ccc(C)cc2)CC1	96.0	.	-50.2	94.7	98.0	100.0	99.0	-3.0	99.0	7.3	101.0
CCC(=O)c1cc(F)c(N2CCN(C(=O)c3ccco3)CC2)cc1C	94.0	.	-8.4	100.0	95.0	96.0	94.0	-1.0	101.0	7.4	95.0
CCCCOC(=O)Nc1nnc(/C=C/c2ccc(OC)cc2)s1	101.0	-14.1	-24.7	100.2	93.0	98.0	95.0	0.0	99.0	-1.1	101.0
Cc1oc(-c2ccccc2F)nc1CS(=O)(=O)CC(=O)N1CCc2ccccc21	98.0	.	-3.7	99.2	100.0	99.0	101.0	1.0	104.0	-14.2	103.0
CC(C)CCNC(=O)c1ccc(-c2ccccc2)cc1	96.0	.	-22.2	94.8	96.0	97.0	97.0	0.0	101.0	6.9	98.0
COc1cccc(OC)c1C(=O)NC(=S)Nc1ccc(N2CCOCC2)c(Cl)c1	95.0	3.3	-43.8	95.5	93.0	94.0	93.0	-3.0	98.0	17.4	92.0
O=C(NCCc1ccccc1Cl)C1CCN(S(=O)(=O)c2cccs2)CC1	97.0	.	-10.7	106.8	105.0	103.0	102.0	-1.0	102.0	-6.3	101.0
Cn1c(=NC(=O)C2CC2)sc2cc(F)cc(F)c21	99.0	.	-14.6	96.6	98.0	101.0	98.0	-2.0	102.0	-22.0	104.0
CCNC(=S)N1CCN(CC(=O)Nc2ccc(OC)cc2)CC1	96.0	-19.2	-32.8	94.5	97.0	94.0	94.0	4.0	100.0	5.2	95.0
O=C(O)C1C(c2ccccc2)C(C(=O)Oc2ccccc2)C1c1ccccc1 (stereo unspecified)	94.0	-54.9	3.0	107.7	102.0	99.0	99.0	0.0	98.0	22.2	97.0
COc1ccc(Cn2c(=O)[nH]c3cc(C(=O)N4CCN(c5ccccn5)CC4)ccc3c2=O)cc1	95.0	-11.7	-2.5	100.6	97.0	97.0	96.0	0.0	96.0	16.6	95.0
Cc1cc(C)n(-c2nc3c(c(=O)n(C)c(=O)n3C)n2C)n1	96.0	.	-17.3	112.4	101.0	101.0	96.0	0.0	108.0	-4.9	101.0
CC1=C(C(=O)N2CCOCC2)C(c2c(C)cc(C)cc2C)NC(=S)N1 (stereo unspecified)	95.0	3.0	-24.9	102.3	96.0	95.0	94.0	-1.0	96.0	5.0	95.0
COCCN(Cc1cc2cc(C)cc(C)c2nc1Cl)C(=O)Nc1ccccc1	96.0	1.9	-7.3	89.9	99.0	99.0	99.0	-3.0	99.0	8.8	100.0
CC(=O)Nc1ccc2nc(NC(=O)COc3ccc(C)cc3)sc2c1	96.0	-41.2	22.4	99.9	106.0	99.0	99.0	-1.0	99.0	-13.3	96.0
CN1C(=O)/C(=C/c2cccc(Cl)c2)Sc2ccc(C(=O)NCc3cccnc3)cc21	91.0	8.3	-9.6	97.4	100.0	96.0	96.0	-2.0	98.0	15.3	93.0
CCC(C)Nc1nc(Cl)nc(NCCOc2ccccc2)n1 (stereo unspecified)	99.0	8.4	-5.3	102.6	100.0	101.0	100.0	-2.0	104.0	-11.0	102.0
COc1cccc(C(=O)Nc2nc(-c3ccncc3)cs2)c1	99.0	2.0	-15.8	95.9	102.0	100.0	99.0	-3.0	100.0	36.0	102.0
Cc1ccc(Cl)cc1N1CCN(C(=O)Cc2cn(C)c3ccccc23)CC1	101.0	.	-2.1	89.5	96.0	99.0	98.0	0.0	105.0	2.4	100.0
O=C(CN(c1ccc(Cl)c(C(F)(F)F)c1)S(=O)(=O)c1ccccc1)N1CCOCC1	96.0	-5.0	1.9	98.4	93.0	97.0	96.0	0.0	92.0	24.6	99.0
Cc1ccc(S(=O)(=O)N2CCCCC2C(=O)N2CCN(Cc3ccccc3)CC2)cc1 (stereo unspecified)	101.0	-13.8	17.8	108.1	100.0	104.0	104.0	0.0	105.0	32.2	105.0
COc1ccc(NC(=S)N(CCc2c(C)[nH]c3ccc(C)cc23)Cc2ccco2)cc1	98.0	.	-21.1	.	94.0	94.0	93.0	-5.0	101.0	-12.9	97.0
O=C(Nc1ccc(S(=O)(=O)NCCc2ccccc2)cc1)c1ccco1	102.0	.	-16.9	106.2	99.0	98.0	96.0	-1.0	108.0	2.5	105.0
Cc1ccc(N(C)C(=O)N2CCN(S(=O)(=O)c3ccc4ccccc4c3)CC2)cc1	96.0	-21.2	-4.5	101.0	96.0	100.0	97.0	1.0	101.0	0.5	100.0
O=C1CSC(=S)N1CC1CCCO1 (stereo unspecified)	101.0	.	-2.5	89.9	105.0	100.0	102.0	0.0	106.0	10.7	105.0
COc1ccc(N=c2scc(-c3ccc(OC)cc3)n2CCO)cc1	100.0	.	23.1	100.7	101.0	102.0	100.0	-3.0	103.0	47.5	103.0
CCCCN(C)CCn1c(=S)[nH]c2ccc(N3CCOCC3)cc2c1=O	101.0	10.7	-42.1	99.6	101.0	103.0	106.0	3.0	102.0	41.2	104.0
CCCC(=O)N1c2ccccc2C(N(C(C)=O)c2ccccc2)CC1C (stereo unspecified)	99.0	.	0.0	110.3	101.0	101.0	99.0	-3.0	101.0	-14.3	102.0
Cc1ccc(Sc2ccc(CO)cc2[N+](=O)[O-])cc1	92.0	6.7	-16.2	101.2	96.0	97.0	95.0	0.0	98.0	16.2	95.0
CCO[C@H]1OC(C(=O)NCc2nc3ccccc3[nH]2)=C[C@@H](c2ccccc2)[C@@H]1CCCO	94.0	4.0	-6.9	85.2	96.0	95.0	95.0	1.0	94.0	-27.4	93.0
Cc1ccc(/C=N/NC(=O)CNC(=O)c2ccc(C)c([N+](=O)[O-])c2)o1	94.0	22.8	-18.3	101.3	95.0	96.0	98.0	0.0	95.0	-5.6	97.0
CCC1=NN(C(=O)C(=O)Nc2ccccc2OC)C(O)(C(F)(F)F)C1 (stereo unspecified)	94.0	.	-26.9	100.6	95.0	95.0	91.0	0.0	96.0	.	95.0
O=C(O)C1OC(Oc2cc3oc(-c4ccccc4)cc(=O)c3c(O)c2O)C(O)C(O)C1O (stereo unspecified)	95.0	19.2	-6.1	62.2	95.0	97.0	99.0	8.0	102.0	15.5	99.0
Cn1nc(-c2ccc(Cl)cc2)c2cc(C(=O)N3CCOCC3)sc21	97.0	.	-7.2	105.4	95.0	95.0	99.0	0.0	97.0	3.2	96.0
COc1cccc(-n2nnc3c(=O)n(CC(=O)N4CCC(C)CC4)cnc32)c1	98.0	18.3	-2.0	99.5	97.0	100.0	101.0	-1.0	108.0	-5.2	105.0
c1ccc(-c2nccc(-c3ccc4c(c3)OCO4)n2)cc1	92.0	-20.9	-5.7	101.8	100.0	94.0	94.0	0.0	95.0	4.9	95.0
CCn1nc2cc(C(=O)NCc3cc(C(F)(F)F)cc(C(F)(F)F)c3)ccc2c1OC	96.0	.	4.1	101.0	95.0	97.0	95.0	0.0	96.0	-0.4	97.0
Cc1cc(C)cc(-n2nnc(C(=O)NCc3ccccc3)c2N)c1	99.0	.	-37.0	96.5	98.0	102.0	101.0	0.0	100.0	-14.3	101.0
O=c1c2cc(NC(=S)N3CCC(N4CCCCC4)CC3)ccc2nc2n1CCCCC2	98.0	.	-21.2	95.9	103.0	100.0	101.0	-6.0	101.0	11.5	103.0
CCOc1cc(N2CCOCC2)c(OCC)cc1NC(=O)c1cc(C)cc(C)c1	96.0	-7.6	-33.1	97.3	105.0	100.0	99.0	0.0	99.0	-10.6	96.0
CCn1c(CNc2ccc(F)cc2)nnc1SCC(=O)N1CCCc2ccccc21	99.0	.	-8.0	101.5	98.0	103.0	101.0	-1.0	105.0	-10.0	103.0
Cc1ccc(NC(=O)C2CCN(C(=O)NC3CCCCC3)CC2)c(C)c1	98.0	-3.5	0.2	107.8	101.0	100.0	98.0	2.0	104.0	11.5	98.0
COc1ccc(CC(=O)NCc2ccc3c(c2)cc(C)n3C)cc1OC	92.0	.	-46.2	106.0	97.0	95.0	95.0	1.0	97.0	7.0	96.0
O=C(CSCc1cnn(-c2ccccc2)c1-n1cccc1)NCc1cccnc1	97.0	-12.7	-38.5	99.4	106.0	102.0	101.0	2.0	102.0	-1.7	98.0
COc1ccc(CCSc2nnc(C3CCCCC3)n2N)cc1	101.0	.	-18.7	100.8	97.0	101.0	101.0	-4.0	106.0	-3.4	103.0
COc1cccc(C(=O)NNC(=S)NC2CCCCC2)c1	101.0	2.2	-63.3	101.9	98.0	99.0	98.0	-4.0	101.0	12.9	97.0
Cn1c(=O)[nH]c(=O)c2c1nc(NC1CCCCC1)n2Cc1ccccc1	96.0	-16.1	-22.9	99.5	99.0	97.0	97.0	-2.0	99.0	-11.7	97.0
CCOC12CC(C)(C)CC(C)(CC3=C1C(=O)CC(C)(C)C3)C2 (stereo unspecified)	104.0	6.0	-22.8	106.6	97.0	104.0	104.0	-1.0	103.0	-1.4	103.0
O=C(O)c1cccc(-c2nnn(Cc3ccccc3)n2)c1	96.0	.	22.3	97.8	99.0	100.0	97.0	0.0	105.0	-5.0	100.0
Cc1c(Br)c([N+](=O)[O-])nn1C(C)C(=O)NCc1cccs1 (stereo unspecified)	101.0	.	-30.4	102.2	101.0	105.0	105.0	-1.0	103.0	4.9	106.0
CCc1nnc(NC(=O)CSc2nnc(-c3cccnc3)n2CCc2ccccc2)s1	91.0	2.5	-14.5	100.8	92.0	96.0	93.0	8.0	94.0	12.8	94.0
CCn1c(CSc2nnc3ccccn23)nc2cc(C(=O)O)ccc21	101.0	.	-14.2	102.6	99.0	103.0	102.0	0.0	105.0	23.1	105.0

Two compounds from above with just Pf gamet viab and Rab7 wt modul:
Compound | Pf gamet viab | Rab7 wt modul
Cc1ccc(S(=O)(=O)N2CCCCC2C(=O)N2CCN(Cc3ccccc3)CC2)cc1 (stereo unspecified) | -13.8 | 100.0
CCC1=NN(C(=O)C(=O)Nc2ccccc2OC)C(O)(C(F)(F)F)C1 (stereo unspecified) | . | 95.0

From PubChem BioAssay
